Rac1 wt GTP bind: wildtype Rac1 GTP binding modulators, primary screen, biochemical, GST-Rac1 beads, flow cytometry, multiplex; hit rate 0.27% among 190,000; Ras-related C3 botulinum toxin substrate 1 (Homo sapiens), P63000; GTP binding activity (% of control), % at 10 µM; AID 757, 2007; fluorescent GTP binding; actives lie on both sides; 0 = cold GTP competed, 100 = untreated;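 active = GTP binding activity at least 20 points away from the 100% control level, either lower or higher; inconclusive = compound flagged as likely green fluorescent, judged across all proteins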
HRas wt GTP bind: modulators of GTP binding to HRas wildtype, primary screen, biochemical, bead-based flow cytometry, multiplex; GTPase HRas (Homo sapiens), P01112; GST-Ras wt beads, Bodipy-FL-GTP binding; actives lie on both sides; GTP binding activity, % at 10 µM; hit rate 0.14% among 190,000; AID 759, 2007;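 active = GTP binding activity at least 20% away from the 100% baseline, either lowered as inhibitor or raised as activator; inconclusive = flagged as likely green fluorescent, judged across all proteins in the well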;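 also: 0% = unlabeled GTP competition control and 100% = no-compound control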
Rab2A wt mod: modulators of GTP binding to Rab2A wildtype, primary screen, biochemical, dog, bead-based flow cytometry, multiplex. Ras-related protein Rab-2A (Canis lupus familiaris), P61105. AID 760, 2007. hit rate 0.19% among 190,000. GTP binding activity, % at 10 µM. GST-Rab2 wt beads, Bodipy-GTP binding;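 active = GTP binding activity at least 20 points away from 100%, either lowered or raised; inconclusive = signal likely due to the compound's own green fluorescence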;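 also: 0% = beads with excess unlabeled GTP and 100% = no-compound control corrected for plate trend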
Bim-Bcl-2: inhibitors of Bim-Bcl-2 binding, primary screen, biochemical, multiplexed, human Bcl-2 family | Bead-based flow cytometry, Bim peptide-Bcl-2 binding | inhibition, % at 10 µM | Apoptosis regulator Bcl-2 (Homo sapiens), P10415 | hit rate 0.06% among 190,000; in the data active = inhibition above about 40%; inconclusive = no clear call, values can overlap the other calls;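 also: 0% = no compound wells with probe peptide and 100% = reference peptide inhibitor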
Target sequence (P10415 whole entry, looked up): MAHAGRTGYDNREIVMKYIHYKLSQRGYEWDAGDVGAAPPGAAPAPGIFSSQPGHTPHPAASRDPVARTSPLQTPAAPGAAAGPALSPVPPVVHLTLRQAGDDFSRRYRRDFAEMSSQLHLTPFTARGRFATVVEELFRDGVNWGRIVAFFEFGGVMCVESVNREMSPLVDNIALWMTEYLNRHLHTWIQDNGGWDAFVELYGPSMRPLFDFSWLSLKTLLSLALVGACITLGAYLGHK
Bim-Bcl-B: inhibitors of Bim-Bcl-B binding, primary screen, biochemical, multiplexed, human Bcl-2 family; Bcl-2-like protein 10 (Homo sapiens), Q9HD36; bead-based flow cytometry, Bim peptide-Bcl-B binding; inhibition, % at 10 µM; hit rate 0.073% among 190,000; AID 951, 2007;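 also: 0% = tracer peptide without compound and 100% = reference inhibitor peptide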
Target sequence (Q9HD36 whole entry, looked up): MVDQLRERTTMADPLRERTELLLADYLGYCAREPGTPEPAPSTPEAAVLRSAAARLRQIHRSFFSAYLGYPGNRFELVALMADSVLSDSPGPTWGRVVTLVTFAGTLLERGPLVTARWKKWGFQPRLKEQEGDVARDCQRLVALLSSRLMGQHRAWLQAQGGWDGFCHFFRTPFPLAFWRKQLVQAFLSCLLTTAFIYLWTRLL
Rab7 wt modul: modulators of GTP binding to Rab7, primary screen, biochemical, wildtype, multiplex bead flow cytometry; GTP binding activity (percent of control), % at 10 µM; hit rate 0.055% among 190,000; AID 758, 2007; GST-Rab7 beads, fluorescent GTP binding; actives lie on both sides; untreated = 100%, excess cold GTP = 0%; Rab7 GTPase wild type (dog), Bodipy-FL-GTP binding;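 active = fluorescent GTP binding to Rab7 beads changed by at least 20 points from the 100% baseline, either direction, mostly lower; inconclusive = compound itself probably fluorescent, or too few beads counted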;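 also: median green fluorescence of bound Bodipy-FL-GTP per Rab7 bead population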
Bim-Bcl-W: inhibitors of Bim binding to Bcl-W, primary screen, biochemical, multiplexed, bead-based flow cytometry. Bcl-2-like protein 2 (Homo sapiens), Q92843. Bim peptide-Bcl-W binding. inhibition, % at 10 µM. hit rate 0.02% among 190,000. AID 952, 2007;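 also: 0% = bound tracer without compound and 100% = peptide blocker; higher means less fluorescent Bim peptide bound to Bcl-W beads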
Rac1 mut GTP: GTP binding modulators of activated mutant Rac1, primary screen, biochemical, bead-based flow cytometry, multiplex, fluorescent GTP; GST-Rac1 activated beads; actives lie on both sides; 100% means binding = to untreated wells; hit rate 0.11% among 190,000; Ras-related C3 botulinum toxin substrate 1 (Homo sapiens), P63000; percent activity (GTP binding), % at 10 µM;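 active = GTP binding at least 20 percentage points away from the 100% baseline, in either direction, so actives lie on both sides; inconclusive = Compound likely fluorescent itself, or too few beads counted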
Cdc42 wt: modulators of GTP binding to wildtype Cdc42, primary screen, biochemical, multiplex bead flow cytometry, Bodipy-GTP. Cell division control protein 42 homolog (Homo sapiens), P60953. GST-Cdc42 beads; actives lie on both sides. AID 761, 2007. percent activity (GTP binding), % at 10 µM. hit rate 0.2% among 190,000;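 active = percent activity GTP binding at least 20 points away from the 100% baseline, either down as inhibitor or up as activator; inconclusive = compound flagged as likely green fluorescent from well-wide comparison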;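 also: median bead fluorescence of bound Bodipy-FL-GTP at 100 nM; 0% = excess unlabeled GTP control and 100% = no compound control; below 100% means less GTP binding so inhibitor and above means activator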
Target sequence (P60953 whole entry, looked up): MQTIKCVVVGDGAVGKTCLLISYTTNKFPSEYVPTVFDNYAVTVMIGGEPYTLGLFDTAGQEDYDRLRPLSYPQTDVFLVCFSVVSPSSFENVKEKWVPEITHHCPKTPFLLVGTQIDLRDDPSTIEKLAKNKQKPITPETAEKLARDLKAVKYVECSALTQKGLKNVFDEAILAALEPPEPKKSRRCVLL
Bcl-XL Bim block: inhibitors of Bim-Bcl-XL binding, primary screen, biochemical, multiplexed, bead flow cytometry, human Bcl-XL. AID 1007, 2008. hit rate 0.04% among 190,000. Bcl-2-like protein 1 (Homo sapiens), Q07817. inhibition, % at 10 µM. Bim peptide-Bcl-XL binding, fluorescence
Target sequence (Q07817 whole entry, looked up): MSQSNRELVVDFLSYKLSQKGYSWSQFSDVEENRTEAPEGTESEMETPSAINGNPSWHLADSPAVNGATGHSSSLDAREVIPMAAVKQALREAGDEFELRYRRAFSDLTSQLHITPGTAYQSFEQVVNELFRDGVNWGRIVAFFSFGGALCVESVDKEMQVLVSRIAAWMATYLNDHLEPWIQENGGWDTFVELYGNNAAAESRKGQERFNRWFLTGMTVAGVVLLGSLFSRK
Bim-Bfl-1: inhibitors of Bim binding to Bfl-1, primary screen, biochemical, multiplexed, bead-based flow cytometry. hit rate 0.12% among 190,000. AID 1008, 2008. inhibition, % at 10 µM. Bim-Bfl-1 binding inhibition;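 also: 0% = wells without compound plus tracer and 100% = blocker peptide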
Starred values were filed as active, the others as inactive; u = inconclusive; x = not tested or not shown. Rule as the data show it, unless noted: active = inhibition above about 40%.

#	Molecule	Rac1 wt GTP bind	HRas wt GTP bind	Rab2A wt mod	Bim-Bcl-2	Bim-Bcl-B	Rab7 wt modul	Bim-Bcl-W	Rac1 mut GTP	Cdc42 wt	Bcl-XL Bim block	Bim-Bfl-1
1	CCOC(=O)c1c(NC(=O)c2ccc(Cl)cc2)csc1C	108.0	98.0	101.0	-5.0	-5.0	100.0	-3.0	100.0	100.0	-8.0	-18.0
2	COCCCN1C(=O)/C(=C\c2cccs2)C(C(=O)OC)=C1C	100.0	99.0	99.0	0.0	0.0	96.0	0.0	97.0	99.0	1.0	-2.0
3	O=C(Cc1ccccc1)Nn1c(-c2ccccc2F)nc2ccccc2c1=O	107.0	105.0	102.0	1.0	0.0	104.0	-1.0	98.0	101.0	1.0	-1.0
4	Nc1cnc(-c2ccccc2)nc1Cl	107.0	102.0	104.0	-4.0	-4.0	104.0	-4.0	96.0	104.0	-6.0	0.0
5	CCOC(=O)C1CCN(c2ncnc3c2oc2ccccc23)CC1	110.0	102.0	103.0	-10.0	-8.0	101.0	0.0	100.0	105.0	-4.0	-10.0
6	CCOC(=O)c1ccc(NC(=O)CSc2nnc(COc3ccccc3OC)n2C)cc1	102.0	100.0	101.0	-9.0	-9.0	103.0	0.0	102.0	103.0	-3.0	-11.0
7	Cc1ccc(C2C3=C(CCCC3=O)Nc3c2c(C)nn3-c2ccccn2)o1 (stereo not given)	101.0	96.0	93.0	-4.0	0.0	103.0	2.0	97.0	96.0	0.0	-2.0
8	O=c1oc(-c2ccc([N+](=O)[O-])cc2)nc2ccccc12	91.0	94.0	93.0	0.0	-1.0	97.0	0.0	93.0	91.0	-2.0	5.0
9	Cc1ccc(C)c(NC(=S)N(C)CCc2ccccn2)c1	106.0	102.0	97.0	-3.0	-7.0	96.0	-1.0	101.0	97.0	-4.0	-1.0
10	COc1cc(NC(=O)C2CCCN2S(=O)(=O)c2ccc3c(c2)CCC(=O)N3)cc(OC)c1 (stereo not given)	101.0	101.0	100.0	-4.0	-5.0	98.0	3.0	100.0	99.0	-3.0	-8.0
11	O=C1Nc2ccc(S(=O)(=O)N3CCCC3C(=O)O)c3cccc1c23 (stereo not given)	99.0	100.0	100.0	-15.0	-6.0	100.0	0.0	98.0	99.0	-5.0	-13.0
12	CN(C)c1nc(Oc2ccc(=O)n(C)n2)nc(N2CCOCC2)n1	98.0	100.0	101.0	-1.0	-1.0	101.0	0.0	98.0	99.0	0.0	-4.0
13	CN1CCCN(Cc2ccc(Cl)cc2Cl)CC1	109.0	106.0	102.0	1.0	0.0	100.0	0.0	101.0	108.0	0.0	0.0
14	CCOC(=O)c1nnn(CC(=O)N2N=C(c3ccc(Cl)cc3)CC2c2ccccc2)c1C(=O)OCC (stereo not given)	104.0	100.0	100.0	-9.0	-13.0	101.0	-1.0	96.0	102.0	-2.0	1.0
15	COc1ccc(CN2CCC(CO)(Cc3cccc(C(F)(F)F)c3)CC2)cc1Cn1cccn1	97.0	94.0	96.0	-3.0	-2.0	98.0	0.0	95.0	94.0	0.0	-6.0
16	C=CCC(=O)OCC(=O)Nc1ccc(Cl)cn1	99.0	99.0	99.0	-6.0	-5.0	96.0	0.0	98.0	100.0	0.0	-9.0
17	CCC(Sc1nc(=O)cc(N)n1CCc1ccccc1)C(=O)Nc1cc(C)on1 (stereo not given)	u	u	u	-10.0	-7.0	u	0.0	u	u	-4.0	-11.0
18	Cc1cccc(N2CCN(C(=O)c3cc(=O)[nH]c4ccccc34)CC2)c1C	106.0	103.0	106.0	-7.0	-4.0	105.0	-4.0	100.0	106.0	-4.0	-9.0
19	CCOC(=O)c1c(Nc2nc(C)c(C(=O)NC)s2)sc(C)c1C	96.0	101.0	100.0	-4.0	-2.0	100.0	0.0	97.0	101.0	-1.0	0.0
20	CCN(CC)C(=O)c1cn(CCC#N)nc1-c1ccc(F)cc1	101.0	100.0	101.0	-3.0	-6.0	107.0	-5.0	96.0	98.0	-3.0	-4.0
21	N#Cc1c(N)c(C(=O)c2ccccc2)n2c1CCC2	94.0	94.0	91.0	-3.0	0.0	96.0	-2.0	93.0	96.0	-1.0	-5.0
22	COC(=O)[C@H](CC(C)C)NC(=O)NC1CCCc2ccccc21 (stereo not given in full)	106.0	102.0	102.0	-9.0	-7.0	99.0	-1.0	98.0	107.0	-3.0	-17.0
23	O=C(Nc1ccccc1)c1ccc(=O)n(Cc2ccc(F)c(F)c2)c1	97.0	97.0	94.0	0.0	-1.0	94.0	0.0	98.0	98.0	-3.0	-6.0
24	O=C(CCc1ccc(S(=O)(=O)NCCc2ccccc2)cc1)NCc1ccco1	103.0	98.0	96.0	0.0	-1.0	97.0	0.0	96.0	98.0	-1.0	2.0
25	CN(C)S(=O)(=O)c1cccc(N=c2scc(-c3ccc4c(c3)NC(=O)CO4)n2CC2CCCO2)c1 (stereo not given)	99.0	98.0	98.0	-6.0	-2.0	96.0	-5.0	100.0	97.0	-2.0	3.0
26	Brc1cnc(N2CCCC2)nc1N1CCCCC1	97.0	97.0	96.0	-7.0	-6.0	97.0	0.0	94.0	97.0	-3.0	-8.0
27	CCOc1ccc2nc(SC3CC(=O)N(c4ccc(OC)cc4OC)C3=O)sc2c1 (stereo not given)	103.0	100.0	103.0	-2.0	-2.0	106.0	-1.0	95.0	101.0	-1.0	-4.0
28	Cn1c(CCN2CCOCC2)nc2cc(NC(=O)COc3ccccc3)ccc21	95.0	97.0	95.0	-11.0	-7.0	92.0	-1.0	95.0	99.0	-30.0	-13.0
29	Cc1cc(C)n2nc(C(=O)OCC(=O)c3c[nH]c4ccccc34)nc2n1	99.0	92.0	93.0	-2.0	0.0	100.0	2.0	95.0	93.0	0.0	-1.0
30	NS(=O)(=O)c1ccc(NC(=S)Nc2ccc(F)c(F)c2)cc1	105.0	102.0	102.0	-4.0	-7.0	102.0	-2.0	101.0	101.0	-4.0	-1.0
31	CN(CC(O)COCc1cccs1)C1CCCCC1 (stereo not given)	107.0	100.0	99.0	-11.0	-10.0	97.0	-6.0	99.0	102.0	-13.0	-17.0
32	O=C(O)C1CCCN1C(=O)Nc1ccc(F)cc1 (stereo not given)	103.0	100.0	100.0	-7.0	-9.0	97.0	-5.0	99.0	99.0	-8.0	-13.0
33	CC(=O)Nc1ccc(-c2ccnc(-c3ccc(NC(C)=O)cc3)n2)cc1	99.0	98.0	97.0	-4.0	-3.0	100.0	-2.0	97.0	100.0	-3.0	-5.0
34	COc1cc(Cl)c(C)cc1NC(=O)CSCC#N	94.0	93.0	95.0	-10.0	-6.0	96.0	-6.0	92.0	96.0	-4.0	-2.0
35	C=CCNC(=O)c1c(Br)cnn1-c1ccc(C)cc1	96.0	93.0	96.0	-1.0	0.0	92.0	-3.0	97.0	95.0	0.0	-3.0
36	Cc1nnc(SCC2CCCO2)n1-c1ccccc1 (stereo not given)	111.0	104.0	101.0	-2.0	-2.0	101.0	2.0	100.0	105.0	0.0	-11.0
37	CCCCCCCCCCC[C@@H](C[C@@H]1OC(=O)[C@H]1CCCCCC)OC(=O)[C@H](CC(C)C)NC=O	x	x	x	-5.0	-1.0	x	0.0	x	x	1.0	0.0
38	Cc1ccc(NC(=O)N2CCN(Cc3ccc4c(c3)OCO4)CC2)cc1	94.0	98.0	96.0	-2.0	0.0	93.0	0.0	97.0	96.0	0.0	-2.0
39	CC(C)C(=O)N1CCN(c2ccc([N+](=O)[O-])c(NC(C)c3ccccc3)c2)CC1 (stereo not given)	104.0	102.0	101.0	-5.0	-2.0	100.0	0.0	102.0	95.0	-4.0	-13.0
40	CN(C)c1ccc(-c2nn3c(-c4ccccc4Cl)nnc3s2)cc1	101.0	99.0	98.0	-1.0	-3.0	99.0	4.0	98.0	100.0	-2.0	-6.0
41	CC(=O)Nc1ccc(OCC(O)CN2CCN(S(=O)(=O)c3ccc(NC(C)=O)cc3)CC2)cc1 (stereo not given)	106.0	101.0	100.0	-8.0	-7.0	100.0	0.0	100.0	103.0	4.0	-11.0
42	CCOC(=O)N1CCN(S(=O)(=O)c2cc(OCC(N)=O)c(C)cc2Cl)CC1	101.0	105.0	104.0	0.0	1.0	103.0	3.0	99.0	104.0	0.0	0.0
43	COc1ccccc1-c1ccc(Nc2cccc(C(F)(F)F)c2)nn1	104.0	99.0	98.0	2.0	-9.0	98.0	-7.0	99.0	102.0	-10.0	-2.0
44	Clc1ccc(COn2ccnc2)cc1Cl	102.0	99.0	96.0	-1.0	0.0	98.0	1.0	96.0	96.0	0.0	-5.0
45	N#Cc1nc(-c2cccs2)oc1NCCc1ccccc1	104.0	103.0	103.0	-7.0	-5.0	102.0	-4.0	100.0	104.0	-2.0	-3.0
46	CCC(C)NC(=O)Cn1cc2c(n1)CCC(C)C2 (stereo not given)	98.0	98.0	99.0	-6.0	-10.0	98.0	0.0	98.0	100.0	-2.0	-11.0
47	Oc1ccc(C(=S)N2CCCCC2)cc1Cl	95.0	100.0	99.0	1.0	-7.0	100.0	-3.0	94.0	98.0	0.0	0.0
48	CCCCC(c1nnnn1CC1CCCO1)N1CCN(c2ccccc2)CC1 (stereo not given)	98.0	100.0	98.0	-5.0	-7.0	104.0	-11.0	97.0	95.0	-15.0	-6.0
49	O=S(=O)(/C=C/c1ccccc1)NC1CCCCCCC1	100.0	99.0	98.0	-4.0	-3.0	99.0	0.0	95.0	97.0	-7.0	-2.0
50	O=c1cc(CN2CCN(c3ccc(F)cc3)CC2)nc2sccn12	95.0	98.0	99.0	-11.0	-6.0	94.0	0.0	96.0	98.0	0.0	-6.0
51	COc1ccc(Nc2nc(C)cc(C)c2C(N)=O)c(OC)c1	102.0	99.0	99.0	-10.0	-7.0	100.0	-1.0	99.0	99.0	-5.0	-17.0
